Assay outcomes (PubChem)
Cdc25B inh = human M-phase inducer phosphatase 2 inhibition | inhibition, %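 (compounds tested at 10 µM final in the well)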 | recombinant Cdc25B, OMFP fluorescence Ex485/Em525 | AID 368 | P30305 | 0.1% of 65,000 active; in the data active = inhibition above about 50%
Target sequence (P30305 whole entry, looked up): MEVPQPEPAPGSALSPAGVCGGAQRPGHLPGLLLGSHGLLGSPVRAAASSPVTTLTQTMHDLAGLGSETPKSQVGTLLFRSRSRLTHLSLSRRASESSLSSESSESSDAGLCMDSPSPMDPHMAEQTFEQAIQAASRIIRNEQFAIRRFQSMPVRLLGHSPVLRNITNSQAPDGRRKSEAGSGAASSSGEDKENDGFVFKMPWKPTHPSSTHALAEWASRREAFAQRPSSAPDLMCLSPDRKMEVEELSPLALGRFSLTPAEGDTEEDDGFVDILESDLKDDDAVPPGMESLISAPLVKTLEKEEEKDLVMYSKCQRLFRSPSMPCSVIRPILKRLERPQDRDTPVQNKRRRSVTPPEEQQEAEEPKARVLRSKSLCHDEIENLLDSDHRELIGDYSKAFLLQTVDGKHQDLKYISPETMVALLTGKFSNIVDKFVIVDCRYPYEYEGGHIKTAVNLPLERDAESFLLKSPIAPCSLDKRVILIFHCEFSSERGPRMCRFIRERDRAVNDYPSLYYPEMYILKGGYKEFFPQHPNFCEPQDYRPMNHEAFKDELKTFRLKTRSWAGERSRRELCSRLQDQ
FXIIa mix inh = inhibitors of human coagulation factor XIIa, pooled mixtures; P00748; purified FXIIa, fluorogenic substrate; inhibition, % at 5 µM; 0.2% of 62,000 active;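 note: 0% = enzyme without compound and 100% = no enzyme blank; some results filed as inactive read as strong as hits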
FXIa inh mix = blocks human factor XIa in pooled compound mixtures; P03951; purified FXIa, fluorogenic substrate; inhibition, % at 5 µM; 0.19% of 62,000 active; AID 680;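 note: each value is inhibition by a whole ten-compound pool holding the compound; 0% = enzyme with no mixture and 100% = wells lacking enzyme; strong numbers were not always called active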
AP ELISA ortho = orthogonal test for alternative complement pathway inhibitors; inhibition, % at 5 µM; Human serum alternative complement pathway, LPS-coated ELISA, C3 deposition; tested in compound mixtures; 0.08% of 62,000 active; AID 1235;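 active = inhibition above 30% in each of the two pooled mixtures holding the compound, so the lower value exceeds 30%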;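 note: 0% = serum in Mg-EGTA without compound and 100% = EDTA serum blank; some compounds past the cut are filed as inactive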
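Test system: human serum complement alternative pathway, C3 deposition onto LPS / Medium: Mg2+-EGTA GVB++ buffer containing human serum at 1:15 dilution / Probe or stimulus: Plate-bound LPS / Times: 1 h at 37 °C / Signal: ELISA with HRP anti-human C3 antibody, TMB substrate, absorbance 450 nm / Measure: percent inhibition / Repeats: two pool placements per compound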
MMP13 inh = MMP13 (human) collagenase inhibition. P45452. MMP-13 fTHP FRET cleavage, Mca fluorescence. inhibition, % at 4 µM. 0.07% of 65,000 active;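 active = inhibition above the mean of compound-free control plate wells plus 3 SD, cut at about 14% in these data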;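 note: 0% = DMSO wells and 100% = wells with reference MMP-13 inhibitor after basal subtraction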
A340 absorber = compound absorbs light at 340 nm. 65,000 tested, under 10 active. AID 708. fold change at 10 µM. compound absorbance at 340 nm, fold over control;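 active = at 10 µM dose, initial 340 nm absorbance at least 2 fold that of control wells; inactive = change under 2 fold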;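 note: initial absorbance extrapolated from kinetic A340 decline of NADH oxidation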
JNK3 inh = JNK3 (human) kinase inhibition | P53779 | inhibition, % at 8 µM | AID 746 | purified JNK3 kinase activity, HTS | 0.61% of 60,000 active; in the data active = inhibition above about 17%;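 note: 0% = DMSO and 100% = reference inhibitor; many of its hits are not listed in these tables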
DUSP1 inh = human dual specificity phosphatase 1 inhibition | recombinant MKP-1, OMFP hydrolysis fluorescence | P28562 | 0.15% of 65,000 active | inhibition, %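 (compounds tested at a single concentration somewhere between 10 and 100 µM)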;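 active = inhibition above about 50%, limit read from the data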;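 note: 0% = DMSO max control wells and 100% = wells with enzyme stopped by NaOH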
Target sequence (P28562 whole entry, looked up): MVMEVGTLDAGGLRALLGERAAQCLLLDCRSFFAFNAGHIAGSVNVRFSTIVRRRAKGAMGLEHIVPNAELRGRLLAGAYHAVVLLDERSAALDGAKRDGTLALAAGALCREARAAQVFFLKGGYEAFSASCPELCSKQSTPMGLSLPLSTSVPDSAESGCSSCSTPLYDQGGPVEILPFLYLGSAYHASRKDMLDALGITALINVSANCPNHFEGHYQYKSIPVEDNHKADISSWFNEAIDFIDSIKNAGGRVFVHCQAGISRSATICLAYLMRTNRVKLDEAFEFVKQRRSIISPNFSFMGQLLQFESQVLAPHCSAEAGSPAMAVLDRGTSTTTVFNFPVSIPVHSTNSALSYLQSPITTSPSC
Hsp90 block = displaces geldanamycin probe from tumor Hsp90 | P07900 | 0.35% of 64,000 active | inhibition, % at 30 µM | NCI-N417 lysate Hsp90, Cy3B-geldanamycin FP displacement;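 active = inhibition above 50%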;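 note: 0% = tracer plus lysate wells and 100% = tracer alone without lysate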
The depositor's hits bear a star; x = not tested or not shown; [ ] = dose if it differs, or a comment. Cut-off read from the data, not from the text of the source, unless noted: active = inhibition above about 20% (passing the limit was not always enough); inactive = the rest.

SMILES | Cdc25B inh | FXIIa mix inh | FXIa inh mix | AP ELISA ortho | MMP13 inh | A340 absorber | JNK3 inh | DUSP1 inh | Hsp90 block
O=C(CSc1ccccc1)Nc1ccncc1 | -1 | 5 | 6 | 8 | 3 | 1.1 | x | 17 | -7
CC(=O)OCCNC(=O)c1cc2ccccc2oc1=O | 2 | 4 | 5 | -8 | -15 | 1.1 | 9 | -7 | -5
CCOCCOC(=O)C1=C(C)NC2=C(C(=O)CC(c3cccs3)C2)C1c1ccsc1 (stereo not given) | -2 | 11 | 3 | 20 | -19 | 1.1 | 3 | 16 | 5
O=C1C(C=NCc2cccnc2)=C(O)c2ccccc21 | 2 | 1 | 10 | 4 | 0 | 1.2 | 28* | 1 | -3
CCOC(=O)C1CCN(C(=O)CN(c2ccc(OC)c(OC)c2)S(=O)(=O)c2ccccc2)CC1 | -5 | 10 | -1 | 6 | 0 | 1 | 2 | 10 | -3
O=C(CSc1nnnn1-c1ccccc1Cl)Nc1ccc2c(c1)OCCO2 | 2 | 10 | 27 | -1 | 7 | 0.98 | -3 | -7 | 3
O=C(c1ccccc1F)N(Cc1ccc(F)cc1)C1CCS(=O)(=O)C1 (stereo not given) | 1 | 1 | 6 | 9 | 3 | 0.99 | 0 | -12 | -1
O=C(NCc1ccc2c(c1)OCO2)C1CCC(CNc2c(N3CCCCC3)c(=O)c2=O)CC1 (stereo not given) | -11 | -1 | 11 | 9 | 2 | 1 | -1 | -1 | 0
CCn1cc(C2=NOC(C(=O)Nc3cccc(C(C)=O)c3)C2)c(C)n1 (stereo not given) | 3 | 5 | 8 | 17 | -2 | 0.99 | 13 | -1 | 2
COC(=O)c1[nH]c2cccc(Cl)c2c1NC(=O)CN1CCN(CCO)CC1 | 10 | 17 | 3 | 11 | 0 | 1.1 | 6 | -17 | -7
CN(C)C(CNC(=O)CN1C(=O)NC2(CCc3ccccc32)C1=O)c1ccco1 (stereo not given) | -5 | 4 | 3 | 21 | -1 | 0.94 | -1 | 20 | -6
c1ccc(C2=Nn3c(nnc3-c3cccnc3)SC2)cc1 | 0 | 13 | 2 | 8 | -5 | 1 | 8 | -13 | 1
COc1ccc(OC)c(N=C(C)C2=C(O)COC2=O)c1 | 9 | x | x | x | -3 | 1.1 | -7 | -11 | 2
CN(C)c1ccc(NC(=O)c2cc3c(=O)n4ccccc4nc3n2C)cc1 | -11 | 8 | 2 | -1 | -12 | 1 | -8 | 7 | -1
O=C(Cc1ccccn1)Nc1ccccc1 | 7 | 5 | 2 | -9 | 1 | 1 | 7 | -5 | -3
O=C(CN1C(=O)c2cccc3cccc1c23)NCc1ccc2c(c1)OCO2 | -4 | -2 | 0 | 3 | -6 | 1.1 | -1 | -1 | -4
COc1ccc(NC2CS(=O)(=O)CC2OC(=O)c2ccc(F)cc2)cc1 (stereo not given) | 0 | 13 | 6 | -1 | 2 | 1 | 0 | 6 | 1
O=c1c2c([nH]c3ccc(Br)cc13)CCCC2 | -6 | 2 | 0 | -4 | 1 | 1.1 | -2 | -15 | 4
COc1ccccc1N1CCN(CC(=O)c2c(C)[nH]c3cc(C)ccc23)CC1 | -2 | 9 | 6 | 18 | -3 | 1.1 | 7 | 17 | -5
CC(C)Cc1cc(C(=O)NCCCN2CCOCC2)no1 | -2 | 1 | 7 | 15 | -1 | 1 | -2 | -7 | -5
NS(=O)(=O)c1ccc(CCNC(=O)c2ccccc2F)cc1 | -15 | 7 | -3 | -13 | 4 | 1 | -3 | 4 | -4
COc1ccc(N)cc1C#N | -11 | 3 | 4 | 18 | 2 | 1.1 | 2 | 0 | 0
CC(C)C12CN3CC(C(C)C)(CN(C1)C3c1ccccc1O)C2=O (stereo not given) | 3 | 0 | -6 | 9 | 0 | 1 | -2 | 1 | -1
c1cnc(N2CCN(c3ncnc4c3oc3ccccc34)CC2)nc1 | -9 | -17 | 7 | 22 | -5 | 1 | -3 | -35 | -4
CCOC(=O)N1CCN(c2c(NCCN3CCCCC3CC)c(=O)c2=O)CC1 (stereo not given) | -3 | -1 | 4 | 13 | 0 | 1.1 | -3 | 7 | -7
SMILES | Cdc25B inh | FXIIa mix inh | FXIa inh mix | AP ELISA ortho | MMP13 inh | A340 absorber | JNK3 inh | DUSP1 inh | Hsp90 block
COCC(=O)NCCc1nc2ccccc2[nH]1 | -10 | 7 | 0 | 13 | 1 | 1 | -1 | -8 | 1
Cc1noc(C)c1C(=O)Nc1ccc2c(c1)CCC2 | 4 | 1 | 1 | -2 | 4 | 1 | -1 | 10 | -2
CCOC(=O)Cc1nnc(NC(=O)c2ccccc2OC)s1 | 5 | 8 | 6 | 7 | 5 | 1 | -8 | 7 | -10
Cc1nc2scc(-c3ccccc3)c2c(=O)o1 | -2 | -10 | 10 | 24 | 4 | 1 | 3 | 8 | -6
Cc1cccc(CCNC(=O)C2CCCN(S(=O)(=O)c3cnc[nH]3)C2)c1 (stereo not given) | 0 | -15 | 6 | 16 | 1 | 0.98 | -1 | -5 | -3
Cc1cc(F)c(F)c(C(=O)N2CCN(C)CC2)c1Cl | -5 | -1 | 2 | 0 | -8 | 1 | -2 | -1 | -1
COc1ccc(C2C(C(=O)NCCN(C)C)c3ccccc3C(=O)N2C)cc1OC (stereo not given) | -11 | 9 | 4 | 9 | 4 | 0.97 | x | 2 | x
CN(Cc1cnn(C)c1)C(=O)c1cc2ccccc2oc1=O | -7 | 7 | 5 | 19 | 2 | 1 | -2 | -2 | 1
COc1ccc(CCNc2oc(COc3ccccc3F)nc2C#N)cc1OC | -7 | 1 | 4 | 25 | 0 | 1 | 0 | 9 | -1
Cc1ccc2nsnc2c1S(=O)(=O)NCc1cccnc1 | -5 | 3 | -4 | 7 | 0 | 1 | 2 | -4 | -5
CCN=C1SC(CC(=O)Nc2sc(C)c(C)c2C(=O)OC)C(=O)N1CC (stereo not given) | -14 | 1 | -10 | 18 | -2 | 1.1 | -3 | 12 | -1
CCn1c(SCC(=O)N2c3ccccc3CCc3ccccc32)nc2c1c(=O)n(C)c(=O)n2C | 1 | -6 | -2 | -7 | 0 | 1 | -5 | 7 | -1
O=c1c2ccccc2nnn1CSc1nnc(-c2ccc3c(c2)OCO3)o1 | -3 | 1 | 24 | 11 | 9 | 1 | 7 | 21 | -1
O=c1[nH]c(=S)c2c(n1-c1ccccc1)CCC2 | 0 | 4 | 8 | 12 | 4 | 1.2 | 18* | 6 | -21
COc1ccc(C(=O)N2CCN(C(=O)c3ccco3)CC2)cc1OC | 28 | 9 | -3 | 0 | 4 | 0.99 | 5 | -4 | -8
COc1ccc(OCC(=O)N2CCN(C(=O)c3cccc4ccccc34)CC2)cc1 | -1 | x | x | x | 2 | 1 | -1 | -9 | -5
Cc1cc(=O)c2n(Cc3ccccc3Cl)nc[n+]2[nH]1 | -12 | 4 | 5 | -1 | -2 | 0.98 | x | -12 | 0
CC(=O)N1c2ccccc2C(C)CC12CCCCC2 (stereo not given) | -6 | 3 | 5 | 10 | 0 | 1 | 4 | 4 | -1
CCOc1cc(S(=O)(=O)N2CCOCC2)ccc1F | 10 | 2 | 45 | 3 | 1 | 1.1 | -1 | 3 | -1
CC1CCCCN1C(=O)COc1ccc(NC(=O)c2ccco2)cc1 (stereo not given) | -3 | -15 | 3 | 8 | 3 | 1 | -1 | 15 | -2
COc1ccc(CCNC(=O)CSc2nc3c(c(=O)n(C)c(=O)n3C)n2C(C)C)cc1OC | 10 | 8 | 3 | -3 | 4 | 1 | 0 | 1 | -2
Cc1ccc(-c2nc(-c3ccccn3)no2)cc1Cl | -12 | 6 | 2 | 5 | 8 | 1 | 5 | -9 | 0
CCn1c(=O)c(C(=O)Nc2nc3ccccc3[nH]2)c(O)c2ccccc21 | -21 | 5 | 6 | 9 | 0 | 1.1 | 4 | 31 | 3
CN(C)CC(=O)c1ccc(-c2ccccc2)cc1 | 2 | 4 | 4 | 9 | 1 | 1.1 | 1 | 10 | -2
COc1ccccc1S(=O)Cc1ccc(C(=O)NCc2ccccc2Cl)o1 (stereo not given) | 3 | 3 | 4 | 7 | 2 | 1 | 3 | 10 | 0
SMILES | Cdc25B inh | FXIIa mix inh | FXIa inh mix | AP ELISA ortho | MMP13 inh | A340 absorber | JNK3 inh | DUSP1 inh | Hsp90 block
COC(=O)c1ccc(C(=O)OC)c(N)c1 | 6 | 1 | -28 | -8 | -285[fluorescence artefact?] | 1 | 4 | -19 | 0
O=C(NCc1ccco1)C1CC(=O)N(c2ccc(O)cc2)C1 (stereo not given) | 0 | -4 | 0 | 5 | -3 | 1 | -1 | -15 | -6
COCCn1c(SCC#N)nnc1-c1ccc2c(c1)OCO2 | 2 | 7 | 6 | 13 | -4 | 1 | 2 | 10 | -1
CCC(C)c1ccc(O)c(NC(=O)c2ncn[nH]2)c1 (stereo not given) | -3 | -14 | -1 | 11 | 3 | 1.1 | 6 | 20 | 6
O=C(CSc1nnc(-c2cccnc2)n1-c1ccccc1)Nc1ccccn1 | 2 | 2 | -10 | 8 | 2 | 1 | -3 | 4 | 1
CC1CCCCN1S(=O)(=O)c1ccc2c(c1)oc(=O)n2CC(=O)O (stereo not given) | 0 | 6 | 2 | 2 | 4 | 1 | 1 | 29 | 4
Cn1c(=O)c2cc(S(=O)(=O)NCCC(=O)Nc3ccccc3F)ccc2n(C)c1=O | 4 | 3 | -1 | -9 | 2 | 1 | 6 | -4 | 3
Clc1ccc(OCc2nnc3n2N=C(c2ccc4c(c2)OCCO4)CS3)c(Cl)c1 | -3 | 8 | 5 | 18 | 1 | 1 | -4 | 32 | -1
Cn1c(=O)c2c(nc(SCCCO)n2Cc2ccccc2Cl)n(C)c1=O | -4 | 3 | -3 | 5 | 3 | 0.99 | 0 | -14 | 3
OC(CN1CCOCC1)CN1CCOCC1 | 13 | 2 | 8 | 8 | -3 | 1 | 3 | 6 | -1
CC1(C)Oc2ccc3ccc(=O)oc3c2-c2cnoc21 | -8 | -16 | 2 | 15 | -6 | 1.1 | 0 | 0 | -2
COC(=O)Cc1[nH]nc2c1C(c1c[nH]c3ccccc13)C(C#N)=C(N)O2 (stereo not given) | -3 | -8 | -2 | 11 | 8 | 0.97 | -4 | -17 | -2
CCCN(Cc1ccccc1)C(=O)Nc1ccc2c(c1)nnn2C | -13 | 10 | 4 | -12 | -7 | 1 | -5 | 13 | -17
Cc1ccc(-c2nc(NC(=O)CSc3nnc4scc(-c5ccccc5)n34)ns2)cc1 | -1 | 12 | 12 | 11 | 0 | 1 | -2 | 8 | -4
COc1ccc(C)cc1NCc1cccc(OC)c1OC | 3 | 6 | 3 | 8 | 2 | 1 | -2 | -2 | -3
COc1ccc2c(c1)Sc1ccccc1N2CCN(C)C | -5 | 6 | -8 | -9 | 1 | 1 | -29 | -12 | 5
CCSC(C)CC1C/C(=N/O)c2c(CC)noc2C1 (stereo not given) | -9 | 3 | 5 | -6 | 3 | 1 | 0 | 0 | 1
COC(=O)c1ccc(C2c3c(oc4cc(C)c(C)cc4c3=O)C(=O)N2CCCN(C)C)cc1 (stereo not given) | 7 | 4 | 8 | -2 | -8 | 1 | 2 | 3 | -1
